STEP block = STEP phosphatase inhibitors, primary screen, biochemical, fluorescence intensity, uHTS; Tyrosine-protein phosphatase non-receptor type 5 (Homo sapiens), P54829; recombinant STEP, OMFP fluorogenic substrate; inhibition, % at 20 µM; 0.25% of 360,000 active; AID 588621, 2011;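 active means inhibition at 20 µM, scaled per plate between control wells, above about 37%, limit read from the data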;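 further: 0% = DMSO with enzyme and substrate and 100% = substrate only without enzyme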
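System: STEP phosphatase, cell-free reaction; Buffer or medium: Bis-Tris pH 6.0 buffer with DTT, detergent; Incubation: 20 min at room temperature, dark; Measured by: fluorescence, 480/540 nm.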
MT1-MMP act inh = blockers of MT1-MMP proenzyme processing, primary screen, HT1080 RFP-PRO-GFP cells, GFP/RFP fluorescence | GFP/RFP ratio fluorescence, overnight; percent of plate control window, DMSO zero | GFP/RFP ratio change, % at 20 µM | 0.061% of 360,000 active | AID 651647, 2012;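 active means GFP/RFP ratio change of at least 30% with cell ATP level not reduced by more than half and red fluorescence within 50% of control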; further: strong numbers were not always called active
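Assay system: HT1080 RFP-PRO-GFP cells | Dosing: 20 µM single dose, 1% DMSO | Incubation: Cells overnight before dosing, compound overnight, 37 °C, 5% CO2 | Evaluation: GFP/RFP fluorescence ratio | Control set: DMSO-only wells and HT1080 RFP-L50D-GFP cell wells as references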
LMPTP inh = LMPTP phosphatase inhibitors, primary screen, biochemical, fluorescence intensity, uHTS | inhibition, % at 20 µM | Low molecular weight phosphotyrosine protein phosphatase (Homo sapiens), P24666 | 0.22% of 360,000 active | recombinant LMPTP-A, OMFP fluorogenic substrate | AID 651560, 2012;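 active means compounds that cut the enzyme signal by at least half of the control window in the single-dose screen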;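 further: plate controls were DMSO wells with enzyme plus substrate for no effect and substrate without enzyme for full effect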
Target sequence (P24666 whole entry, looked up): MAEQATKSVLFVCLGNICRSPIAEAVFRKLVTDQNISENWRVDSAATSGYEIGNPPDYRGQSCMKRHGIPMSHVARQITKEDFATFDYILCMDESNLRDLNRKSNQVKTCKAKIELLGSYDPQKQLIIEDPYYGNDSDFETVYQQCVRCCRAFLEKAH
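Buffer or medium: Bis-Tris pH 6.0, DTT, detergent; Assay system: LMPTP-A enzyme; Quantity: 0.625 nM enzyme; Detection: endpoint fluorescence intensity; Times: 50 min dark incubation at room temperature; Controls: substrate-only low control, DMSO enzyme-plus-substrate high control; Doses: single 20 µM dose; Read-out: percent inhibition versus substrate-only and uninhibited controls; Reagent: 400 µM OMFP.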
Scp-1 inhibitor = Scp-1 phosphatase inhibitors, primary screen, biochemical, colorimetric, uHTS. 0.88% of 340,000 active. AID 493091, 2011. inhibition, % at 20 µM. Recombinant Scp1, phosphopeptide, malachite green phosphate absorbance;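 active means inhibition above about 50% at 20 µM, limit read from the data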;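 further: plate controls were DMSO wells with enzyme for no effect and wells lacking enzyme for full effect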
Target sequence (Q9GZU7 76-261 limits assumed): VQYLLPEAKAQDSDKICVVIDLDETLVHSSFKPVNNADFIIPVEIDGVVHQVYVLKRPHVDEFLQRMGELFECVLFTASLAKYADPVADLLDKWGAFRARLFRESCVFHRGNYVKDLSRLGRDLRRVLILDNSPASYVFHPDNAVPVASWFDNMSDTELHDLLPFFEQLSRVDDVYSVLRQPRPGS
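Material: truncated SCP-1 phosphatase (76-261aa) / Buffer or medium: 50 mM Tris acetate pH 5.5, 0.005% Tween-20, 10 mM MgCl2 / Compound dosing: one concentration, 20 µM, with 1.0% DMSO / Incubation: 45 min room-temperature reaction, 5 min colour, 30 min stabiliser / Detection: colorimetric free-phosphate detection, absorbance 630 nm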
DNMT1 block = human DNMT1 methyltransferase inhibitors, primary screen, biochemical, molecular beacon, fluorescence, HinP1I cleavage, uHTS. DNA (cytosine-5)-methyltransferase 1 (Homo sapiens), P26358. inhibition (reported as % activation of signal), % at 10 µM. 0.83% of 360,000 active. AID 588458, 2011; in the data active means inhibition above about 50%
SKN-1 inh = suppressors of acrylamide-induced Pgst-4::GFP reporter in worms, primary screen, SKN-1 inhibitor project, whole organism, uHTS, GFP/RFP fluorescence ratio, strain VP596 | C. elegans VP596 Pgst-4::GFP/RFP ratio, 24 h | inhibition, % at 21.8 µM | 0.49% of 360,000 active | AID 624304, 2012;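 active means interference check ratio from 0.5 to 1.5 plus GFP to RFP signal ratio inhibition reaching or exceeding a fixed threshold, cut at about 30% in these data, passing the limit was not always enough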; further: some compounds called inactive have numbers as strong as hits
NadD inh = inhibitors of S. aureus NadD, primary screen, biochemical, colorimetric, uHTS; inhibition, % at 20 µM; 0.78% of 360,000 active; AID 602399, 2012; purified NadD enzyme, colorimetric absorbance read-out; in the data active means inhibition above about 26%; further: some compounds past the cut are filed as inactive
Rpn11 block = Rpn11 (PSMD14) deubiquitinase inhibitors, primary screen, biochemical, fluorescence polarization, uHTS; human 26S proteasome, Ub4-pepOG fluorescence polarization; 20S core pre-blocked with epoxomicin; calls only at 20 µM; 0.59% of 360,000 active;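 active means inhibition at 20 µM, scaled to each plate's controls, above about 33%, limit read from the data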
Target sequence (O00487 whole entry, looked up): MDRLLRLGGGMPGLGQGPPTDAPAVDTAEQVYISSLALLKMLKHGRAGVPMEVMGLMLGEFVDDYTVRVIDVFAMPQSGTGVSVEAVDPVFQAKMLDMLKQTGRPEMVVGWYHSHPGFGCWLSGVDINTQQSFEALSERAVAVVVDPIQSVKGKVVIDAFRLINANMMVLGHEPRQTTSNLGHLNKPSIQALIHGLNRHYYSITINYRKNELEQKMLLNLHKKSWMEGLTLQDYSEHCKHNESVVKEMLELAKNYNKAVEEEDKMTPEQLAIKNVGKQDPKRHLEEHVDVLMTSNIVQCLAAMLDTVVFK
NRP1-CendR mod = modulators of CendR peptide binding to NRP-1, primary screen, biochemical, fluorescence polarization, uHTS; FAM-RPARPAR peptide binding to NRP-1; Neuropilin-1 (Homo sapiens), O14786; AID 602438, 2012; 0.85% of 360,000 active; inhibition, % at 25 µM;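 active means inhibition or corrected inhibition above about 18%, plus a signal ratio from 0.5 to 1.5, limit read from the data, passing the limit was not always enough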; further: strong numbers were not always called active
SUMO1-SIM PPI = modulators of SUMO1 protein-protein interactions, primary screen, biochemical, uHTS | Small ubiquitin-related modifier 1 (Homo sapiens), P63165 | SUMO1 binding to a labelled peptide, TR-FRET, 1 h | inhibition, % at 20 µM | 0.33% of 360,000 active | AID 602429, 2012; in the data active means inhibition above about 37%
Target sequence (P63165 whole entry, looked up): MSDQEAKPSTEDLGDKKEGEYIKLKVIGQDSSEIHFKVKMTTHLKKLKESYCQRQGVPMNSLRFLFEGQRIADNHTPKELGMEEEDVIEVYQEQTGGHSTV
* = called active by the depositor; i = inactive; . = not tested or not shown.

SMILES	STEP block	MT1-MMP act inh	LMPTP inh	Scp-1 inhibitor	DNMT1 block	SKN-1 inh	NadD inh	Rpn11 block	NRP1-CendR mod	SUMO1-SIM PPI
CC1CCN(c2ccc(C(=O)NCCc3ccccc3)cn2)CC1	0.1	2.4	-1.0	2.5	1.7	26.2	-2.6	i	2.0	0.8
O=C(C1=C[C@@H](C2CC2)C[C@@H](OCCCCO)O1)N1CCOCC1	0.2	0.4	-1.1	-7.1	5.7	5.1	-1.5	i	-2.8	4.3
O=C(CN1CCCCCC1)Nc1ccc(Br)cc1	-3.9	1.1	-0.5	-3.8	7.0	4.1	1.4	i	4.3	1.4
COc1ccc([C@@H]2[C@@H]3C(=O)N(C(C)(C)C)C(=O)[C@@H]3[C@]3(Cc4ccccc4)C(=O)N(c4ccccc4)C(=O)N23)cc1	-0.8	-1.7	-0.7	-6.5	-0.3	-0.3	-1.4	i	1.4	-0.4
Cc1ccc(C(=O)NC(=S)N(C)C2CCCCC2)cc1Br	2.2	7.3	42.0	.	-0.9	-6.2	-4.7	i	-21.3	6.1
Nc1ncn(C23CC4CC(CC(C4)C2)C3)n1	-4.1	0.7	-0.4	-1.1	1.1	11.1	5.4	i	-14.7	2.8
CS(=O)(=O)N(CC(=O)NCC1CCCO1)c1cccc(Cl)c1 (stereo not given)	0.8	-3.8	1.6	2.7	6.1	4.9	-1.5	i	2.9	1.3
CCOc1ccc(C(=O)N2CCN(c3cccc(C)c3C)CC2)cc1	2.3	-0.2	-1.9	0.4	-0.5	-0.4	-2.2	i	-8.6	-6.9
O=C(NCCn1cc(SCC(=O)N2CCOCC2)c2ccccc21)c1c(F)cccc1F	0.1	-5.1	-1.7	-4.8	-6.4	6.1	-0.9	i	-13.3	3.5
COc1cccc(S(=O)(=O)N2CCN(c3ccccc3F)CC2)c1	-6.8	-3.1	2.1	-9.7	-5.7	2.7	-4.0	i	0.7	-0.1
CSCCC(NC(=O)COc1ccccc1)C(=O)OCC(=O)c1ccccc1 (stereo not given)	2.7	3.0	0.4	-10.9	-0.8	9.3	-6.3	i	-7.9	2.1
CCNC(=O)C1CC(=O)N(Cc2ccc3c(c2)OCO3)C(=Nc2ccc(F)cc2)S1 (stereo not given)	1.9	7.2	0.8	-1.1	-1.4	18.2	-8.6	i	-9.2	4.0
O=C(Nc1ccccc1)C1=C[C@@H](c2ccc(Br)cc2)C[C@@H](OCc2ccc(CO)cc2)O1	-2.2	0.8	4.6	-6.5	-18.4	14.3	-6.8	i	-0.7	1.8
C=CCc1ccc(OCC(O)CN2CCN(Cc3ccc(Cl)cc3)CC2)c(OC)c1 (stereo not given)	-3.5	-0.7	-1.1	-9.7	-2.9	0.6	-7.0	i	0.6	0.8
Cn1c(C(=O)O)c(CC(=O)Nc2ccc(F)cc2F)c2ccccc21	0.9	1.0	-0.7	3.3	0.5	-0.7	-3.2	i	8.6	6.3
O=C(CCCc1ccccc1)NC12CC3CC(CC(C3)C1)C2	3.3	-0.8	-0.2	3.0	8.4	-5.7	-4.2	i	-8.7	-0.4
FC(F)(F)c1cnc(Nc2ccc(N3CCOCC3)cc2)c(Cl)c1	-2.7	5.0	-0.5	-9.5	-4.3	-0.2	-2.9	i	3.8	-3.9
Cc1ccc(S(=O)(=O)N2C(=O)CCC2C(N)=O)cc1 (stereo not given)	1.0	4.8	-1.9	5.2	2.8	5.9	0.7	i	1.0	0.9
OCCNCCCCOc1cccc(Br)c1	-3.8	6.4	0.3	-5.2	-5.4	-4.7	-1.4	i	9.0	1.1
Cc1cc(C)n2c(SCC(=O)Nc3ccccc3)nnc2n1	1.5	2.0	-0.9	-4.2	1.0	5.3	-3.4	i	-1.4	1.4
CCOc1ccc(-n2c(SCC(=O)NC)nnc2-c2ccco2)cc1	2.7	-0.4	-1.2	-2.0	0.3	-9.0	0.4	i	-2.3	-10.3
NC(=O)C1(c2ccccc2)OC1c1ccccc1 (stereo not given)	-0.5	1.6	0.6	-2.3	-2.2	8.0	-1.0	i	2.1	-7.1
COc1ccccc1NC(=S)N(Cc1ccc(Cl)cc1)CC1CCC(C(=O)O)CC1 (stereo not given)	-2.2	0.3	-0.6	-2.2	0.3	12.6	11.0	i	27.5*	-0.3
CCOC(=O)c1sc(NC(=O)Cn2nnc3sc4c(c3c2=O)CCCC4)nc1C	0.9	-5.1	2.2	-6.8	-8.9	-1.8	10.6	i	-44.5	-2.7
COc1ccc(NC(=O)CN(C)C(=O)c2ccc(N3CCOCC3)c([N+](=O)[O-])c2)cc1	-2.0	5.6	-0.4	-11.4	4.8	4.7	-6.4	i	7.4	-16.5

By substructure: the compounds so far containing a COOH group (two)
SMILES	STEP block	MT1-MMP act inh	LMPTP inh	Scp-1 inhibitor	DNMT1 block	SKN-1 inh	NadD inh	Rpn11 block	NRP1-CendR mod	SUMO1-SIM PPI
Cn1c(C(=O)O)c(CC(=O)Nc2ccc(F)cc2F)c2ccccc21	0.9	1.0	-0.7	3.3	0.5	-0.7	-3.2	i	8.6	6.3
COc1ccccc1NC(=S)N(Cc1ccc(Cl)cc1)CC1CCC(C(=O)O)CC1 (stereo not given)	-2.2	0.3	-0.6	-2.2	0.3	12.6	11.0	i	27.5*	-0.3

(further entries)
SMILES	STEP block	MT1-MMP act inh	LMPTP inh	Scp-1 inhibitor	DNMT1 block	SKN-1 inh	NadD inh	Rpn11 block	NRP1-CendR mod	SUMO1-SIM PPI
COc1ccc(Cn2nc(C)n(N(C)c3ncc(C(F)(F)F)cc3Cl)c2=O)cc1	-2.2	1.7	0.6	-6.2	-2.1	16.2	-3.3	i	-8.2	0.3
CN(C)C(=O)c1cccc(-c2cc(NC=O)c3ncc(-c4ccc(F)c(Cl)c4)n3c2)c1	-4.4	-4.4	1.2	.	-3.1	3.6	-3.1	i	-23.9	-4.8
COc1cc(NS(=O)(=O)c2ccc(N/C=C(\C#N)c3nc4cc(Cl)ccc4o3)cc2)nc(OC)n1	3.1	3.3	1.4	-15.4	-3.2	8.7	38.6*	i	-27.9	9.2
COc1ccc(C(C)(C)C)cc1NC(=O)c1ccccc1-n1cnnn1	0.1	-1.4	0.3	2.8	0.1	3.9	7.7	i	-10.3	-2.5
O=C(NCCOc1ccccc1)c1cc(S(=O)(=O)N2CCOCC2)ccc1F	-0.6	-3.0	-0.8	0.0	0.6	-14.4	-6.0	i	8.6	-2.9
Cc1cc(C)cc(-n2ccnc2SCC(=O)O)c1	-2.2	8.7	-1.8	-5.2	0.1	-3.4	-2.2	i	-2.9	3.2
O=C(O)CN1CCN(Cc2ccc(F)cc2)C1=O	-2.0	1.1	-1.8	0.1	3.4	7.2	-7.6	i	5.8	2.2
CCOC(=O)c1ccn(CSc2c(F)c(F)cc(F)c2F)n1	-1.4	1.8	-1.1	-7.2	2.2	3.6	-7.9	i	-7.6	-0.6
CC1CCCCC1NC(=O)COC(=O)c1ccccc1NC(=O)c1ccco1 (stereo not given)	-1.0	1.2	0.4	-4.8	2.4	-2.3	-7.0	i	1.1	1.7
COc1cccc(CN2CCC2(C)C(=O)Nc2cccc3cccnc23)c1F (stereo not given)	2.2	-2.5	5.3	.	-8.0	9.2	0.5	i	11.7	4.7
Cc1cc(C)nc(SCC(=O)N(C)C)n1	-4.8	1.3	-1.1	-9.3	0.9	4.5	-5.3	i	-17.9	-3.5
COc1cccc(O)c1CN1CCC(n2nccc2NC(=O)c2ccc3c(c2)OCO3)CC1	1.4	0.5	0.7	-10.7	-6.5	18.4	0.9	i	11.9	1.4
COc1ccccc1N1CCN(C(=O)C2CCCN(S(=O)(=O)c3ccc(C)cc3)C2)CC1 (stereo not given)	4.7	0.2	-1.2	3.6	-4.4	-5.9	13.9	i	17.6	0.1
COc1ccc(S(=O)(=O)Nc2cc(Cl)ccc2-n2cncn2)cc1	-1.5	-6.7	-0.4	-3.6	5.9	0.1	-4.2	i	9.1	1.2
COc1ccc(N2CCN(Cc3nc4scc(-c5ccccc5)c4c(=O)[nH]3)CC2)cc1	0.8	-4.8	0.1	0.7	-0.4	3.9	3.9	i	-21.7	-2.7
CNS(=O)(=O)c1cn(CC(=O)NCc2ccccc2OC)cc1S(=O)(=O)NC	-1.3	-2.6	-0.3	-3.0	1.6	10.1	-4.1	i	5.5	-0.5
CCOC(=O)c1cnc2nc(COc3ccccc3)[nH]n2c1=O	-1.8	-2.9	-1.3	-4.7	-0.5	-7.1	-0.4	i	10.2	-1.5
O=C(CN1C(=O)NC2(CCCC2)C1=O)NCCc1ccccc1	-4.4	-0.9	0.5	-9.7	2.1	7.0	0.6	i	-5.8	-1.5
Cc1ccc(C(=O)c2sc(Nc3ccccc3)c(C#N)c2N)cc1	-0.1	2.6	4.6	-4.6	-10.6	3.0	-0.9	i	0.0	-3.0
COc1cc(NS(=O)(=O)c2ccc(NC(=S)NC(=O)c3cccs3)cc2)nc(OC)n1	-1.5	-3.8	0.5	-14.2	-4.0	0.3	1.7	i	-6.1	26.2
O=C(Nc1ccccc1N1CCCCC1)c1ccco1	-0.4	0.2	4.1	3.6	0.5	0.0	-3.2	i	0.3	3.7
Cn1nnnc1SCCNC(=O)C1CCC(=O)N(Cc2cccc(C(F)(F)F)c2)C1 (stereo not given)	1.4	4.7	-0.6	.	-0.6	26.7	-5.1	i	1.0	-3.6
COc1ccc(OC)c(C2C3=C(CCCC3=O)NC3=C2C(=O)CCC3)c1	-1.7	0.7	-0.6	-1.0	0.7	-11.8	1.0	i	-6.7	-8.7
COC(=O)C1=C(C)NC(=O)NC1c1ccccc1 (stereo not given)	-0.7	5.5	0.0	-4.4	-3.1	5.2	-10.0	i	11.8	-0.8
COc1ccc(-c2c[n+]3c(n2-c2ccccc2)SCC3)cc1OC	2.5	1.4	-2.2	-4.2	-3.0	3.2	-0.9	i	-7.9	-0.5
COc1ccc(C2CCCN2C(=O)Nc2ccccc2)cc1OC (stereo not given)	0.6	1.4	-0.7	-4.5	-5.4	-1.4	-6.4	i	-8.4	2.8

Screening data: PubChem BioAssay, Sanford-Burnham Center for Chemical Genomics
